# Screening data: PubChem, NMMLSC
# CIT2-GFP yeast: yeast TOR pathway CIT2-GFP modulation; GFP response vs DMSO, % at 10 µM; AID 2029; 320,000 tested, 0.065% active; S. cerevisiae CIT2-GFP strain, flow cytometry, 3 h; 100 means same as DMSO wells;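 active = GFP response relative to DMSO above a set limit, near the screen mean plus 3 SD, cut at about 150% in these data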;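 note: ratio of well median GFP fluorescence to mean of DMSO wells on the plate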
# LAP4 TOR yeast: alters LAP4-GFP fluorescence in TOR pathway yeast screen; 320,000 tested, 0.34% active; S. cerevisiae LAP4-GFP multiplex, flow cytometry GFP, 3 h; median GFP as percent of DMSO wells; AID 2023; GFP response vs DMSO, % at 10 µM;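 active = GFP response vs DMSO above a set limit, about the screen mean plus 3 SD, cut at about 150% in these data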
# RPL19A-GFP yeast: modulators of TOR pathway RPL19A-GFP in S. cerevisiae; S. cerevisiae RPL19A-GFP strain, flow cytometry, 3 h; stronger effect = lower value; 330,000 tested, 0.3% active; percent response vs DMSO, % at 10 µM; AID 2025;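 active = percent response vs DMSO below 50%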;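 note: median channel GFP fluorescence of the barcoded RPL19A-GFP strain; ratio of sample median GFP to plate DMSO average so 100% = DMSO; lower means less RPL19A-GFP as with rapamycin TOR inhibition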
# AGP1-GFP MLPCN: modulators of TOR pathway AGP1-GFP in S. cerevisiae; 320,000 tested, 0.02% active; GFP response vs DMSO, % at 10 µM; S. cerevisiae AGP1-GFP multiplex flow cytometry, 3 h; GFP as percent of DMSO wells; AID 2066;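 active = GFP response relative to DMSO above a set limit, near screen average plus 3 SD, cut at about 150% in these data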;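 note: median GFP channel fluorescence of the gated AGP1 strain per well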
# CR mimetic SO: lowers age-related superoxide in aged yeast cells | S. cerevisiae aged cells, superoxide DHE fluorescence; stronger effect = lower value | superoxide response (% of plate mean), % at 10 µM | 330,000 tested, 0.18% active | AID 2690;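 active = superoxide response under a set limit, about three screen SD below normal, cut at about 65% in these data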;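 note: yeast aged for seven days with compound at 30 °C before DHE staining; 100% = average MFI of all compound-treated wells on the plate with controls excluded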
# MEP2-GFP yeast: yeast TOR pathway MEP2-GFP modulation; S. cerevisiae MEP2-GFP strain, flow cytometry GFP, 3 h; 100% = DMSO control level; GFP response vs DMSO, % at 10 µM; 330,000 tested, 0.51% active;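 active = GFP response versus DMSO above a set limit, roughly screen mean plus 3 SD, cut at about 180% in these data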;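 note: median GFP fluorescence of the barcode-gated MEP2-GFP cells per well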
# GRK2 inh: inhibitors of human GRK2 displacing RNA aptamer; inhibition of aptamer binding, % at 10 µM; bead flow cytometry, FAM-aptamer displacement from GRK2; 330,000 tested, 0.59% active;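 active = inhibition of aptamer binding above 40%, roughly 3 SD of noise, on plates passing a quality check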;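 note: median bead fluorescence of bound FAM aptamer so fluorescent compounds give negative values; no value below 0 was filed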
# Target sequence (P25098 whole entry, looked up): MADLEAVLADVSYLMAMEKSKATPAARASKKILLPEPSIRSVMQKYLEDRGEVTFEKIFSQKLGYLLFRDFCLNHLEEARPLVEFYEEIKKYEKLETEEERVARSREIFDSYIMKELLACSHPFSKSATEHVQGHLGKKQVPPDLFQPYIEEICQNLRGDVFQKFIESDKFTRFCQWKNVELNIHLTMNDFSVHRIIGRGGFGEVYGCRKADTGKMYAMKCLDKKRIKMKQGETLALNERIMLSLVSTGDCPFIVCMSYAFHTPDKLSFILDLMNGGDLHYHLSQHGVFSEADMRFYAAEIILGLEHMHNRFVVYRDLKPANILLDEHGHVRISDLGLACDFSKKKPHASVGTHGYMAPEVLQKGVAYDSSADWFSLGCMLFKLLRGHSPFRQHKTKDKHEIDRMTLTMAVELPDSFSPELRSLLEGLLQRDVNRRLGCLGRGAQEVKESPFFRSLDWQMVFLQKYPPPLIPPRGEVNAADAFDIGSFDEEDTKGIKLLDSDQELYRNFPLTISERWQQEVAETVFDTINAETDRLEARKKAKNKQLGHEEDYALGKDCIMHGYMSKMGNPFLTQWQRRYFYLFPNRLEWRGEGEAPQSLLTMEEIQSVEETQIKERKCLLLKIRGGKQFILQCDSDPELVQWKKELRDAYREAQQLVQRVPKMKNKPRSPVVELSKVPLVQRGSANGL
# VLA-4 inh: inhibition in a human VLA-4 binding assay; P13612; VLA-4 expressing cells, ligand binding flow cytometry; inhibition, % (about 7 µM as worked out from the volumes in the protocol); 330,000 tested, 0.2% active; in the data active = inhibition above about 50%
# Active calls of the source: *; x = not tested or not shown.
SMILES,CIT2-GFP yeast,LAP4 TOR yeast,RPL19A-GFP yeast,AGP1-GFP MLPCN,CR mimetic SO,MEP2-GFP yeast,GRK2 inh,VLA-4 inh
CC1CC(C(F)(F)F)n2ncc(C(=O)O)c2N1 (stereo not drawn),110,101,100,107,96,103,0,5
CCCCCCSc1nnc(N)s1,94,96,93,96,89,99,2,-7
C=CCn1c(SCC(=O)Nc2cc(C)ccc2OC)nnc1-c1ccco1,92,100,103,98,116,91,0,0
O=C(Nc1cccc(-c2nc3cccnc3s2)c1)c1ccco1,80,129,94,84,115,105,0,-5
O=C(C[n+]1ccc(C(=O)NCc2ccccc2)cc1)c1ccc(OC(F)F)cc1,90,109,97,97,98,92,0,-11
CN(C(=O)CSc1nnc(-c2cccnc2)n1-c1ccccc1F)C1CCS(=O)(=O)C1 (stereo not drawn),102,104,106,114,92,104,0,10
Cc1ccc(CNC(=O)C2(NC(=O)Nc3ccc(C)cc3)CCCCC2)cc1,103,102,96,94,169,104,0,4
CN1CCN(C(=O)c2cnn(-c3ccccc3)c2NC(=O)c2ccccc2F)CC1,108,101,101,106,97,108,0,10
COc1ccccc1/C=C1/C(=O)N(c2ccccc2)N=C1C,99,91,104,82,94,95,3,10
CCN(CC)S(=O)(=O)c1ccc(Cl)c(NC(=O)COC(=O)c2ccc(O)cc2)c1,99,113,100,104,91,104,5,27
NS(=O)(=O)c1ccc(N/N=C2/CCCc3ccccc32)c([N+](=O)[O-])c1,103,104,100,107,103,107,1,-10
COc1ccccc1NC(=O)C(=O)NCCC1CCCCN1S(=O)(=O)c1ccccc1 (stereo not drawn),90,103,100,101,113,100,0,6
CC1CN(S(=O)(=O)c2cccc(C(=O)Nc3ccc(S(=O)(=O)NC4=NCCCCC4)cc3)c2)CC(C)O1 (stereo not drawn),91,100,98,100,113,95,0,-11
C[N+]1(CC(=O)NNc2c3ccccc3nc3ccccc23)CCOCC1,105,98,102,91,98,102,5,1
Cc1ccsc1C(=O)OCC(=O)NC1CCCC1,103,97,99,99,100,95,1,-17
COc1ccc(CCNC(=O)c2cc(-c3ccc(C)c(C)c3O)n[nH]2)cc1OC,101,96,100,104,107,107,3,12
C=CC[C@@H](CC(=O)OC(C)(C)C)C(=O)OC[C@H]1CCCN1C(=O)[C@@H](CC=C)CC(=O)N[C@H](CO)Cc1ccccc1,88,102,92,90,79,90,0,-3
COC(=O)C1=[N+]([O-])OC(C(=O)OC)C1c1c[nH]c2ccccc12 (stereo not drawn),96,91,97,99,110,105,0,18
O=C1c2ccccc2C(O)(c2ccccc2)N1CCc1ccccc1 (stereo not drawn),99,84,106,95,102,103,0,1
COc1ccc(-c2nnc3c4ccccc4c(C)nn23)cc1,104,84,93,94,98,104,0,22
COc1ccc(C2CC(c3ccc4ccccc4c3OC(C)=O)=NN2C(=O)/C=C/c2ccccc2)cc1 (stereo not drawn),100,99,105,103,99,102,0,-1
COc1cc(OC)c(S(=O)(=O)Nc2ccc(C)cn2)cc1NC(C)=O,92,95,95,93,92,98,0,5
CCOC(=O)c1sc2ncnc(OC)c2c1C,99,102,101,98,89,96,0,-11
CCCc1cc(=O)[nH]c(SCC(=O)Nc2nonc2N)n1,101,96,98,96,105,101,3,20
CC(=O)N1CC(=O)N=C1SCC(=O)Nc1nc(-c2ccccc2)c(-c2ccccc2)s1,98,90,101,95,85,96,5,-12

# Sorted by value in RPL19A-GFP yeast (smallest number first): some entries from above
structure,CIT2-GFP yeast,LAP4 TOR yeast,RPL19A-GFP yeast,AGP1-GFP MLPCN,MEP2-GFP yeast,GRK2 inh,VLA-4 inh
C=CC[C@@H](CC(=O)OC(C)(C)C)C(=O)OC[C@H]1CCCN1C(=O)[C@@H](CC=C)CC(=O)N[C@H](CO)Cc1ccccc1,88,102,92,90,90,0,-3
CCCCCCSc1nnc(N)s1,94,96,93,96,99,2,-7
CC1CN(S(=O)(=O)c2cccc(C(=O)Nc3ccc(S(=O)(=O)NC4=NCCCCC4)cc3)c2)CC(C)O1 (stereo not drawn),91,100,98,100,95,0,-11
COc1ccc(CCNC(=O)c2cc(-c3ccc(C)c(C)c3O)n[nH]2)cc1OC,101,96,100,104,107,3,12
C[N+]1(CC(=O)NNc2c3ccccc3nc3ccccc23)CCOCC1,105,98,102,91,102,5,1
COc1ccccc1/C=C1/C(=O)N(c2ccccc2)N=C1C,99,91,104,82,95,3,10
COc1ccc(C2CC(c3ccc4ccccc4c3OC(C)=O)=NN2C(=O)/C=C/c2ccccc2)cc1 (stereo not drawn),100,99,105,103,102,0,-1

# New compounds follow:
SMILES,CIT2-GFP yeast,LAP4 TOR yeast,RPL19A-GFP yeast,AGP1-GFP MLPCN,CR mimetic SO,MEP2-GFP yeast,GRK2 inh,VLA-4 inh
CN1CCN(C(=O)C2CC(c3c(F)cccc3Cl)=NO2)CC1 (stereo not drawn),108,103,99,101,93,110,11,14
COC(=O)C1(C)NC(c2ccc(O)cc2)C2C(=O)N(c3ccc(C)cc3)C(=O)C21 (stereo not drawn),107,94,107,101,106,108,0,-3
COc1ccc(-c2nc(N3CCCCCC3)sc2C(=O)c2ccccc2)cc1,87,102,91,92,87,98,3,0
COCCNC(=S)NN=C1CCC(c2ccccc2)CC1 (stereo not drawn),97,99,105,101,99,100,2,5
CCc1nnc(NC(=O)Cn2nc(-c3ccc(OC)c(OC)c3)ccc2=O)s1,102,99,102,106,103,99,0,-7
CN1CCN(CCCNC(=O)CCC(=O)N2CCOc3ccccc32)CC1,91,118,107,98,108,106,8,13
CCOC(=O)NC(=O)CSc1ccc(C)cc1C,99,106,97,104,84,95,0,13
O=C(CCCCC(=O)NC1CCCC1)NC1CCCC1,109,100,112,110,108,105,0,11
CCNC(=O)c1ccccc1SCc1ccccc1,103,97,113,103,114,104,3,-1
COc1cc(CN2CCCC(CO)(Cc3ccccc3F)C2)ccc1O (stereo not drawn),101,86,99,97,95,94,0,15
CCOC(=O)CCCNC(=O)COC(=O)[C@@H]1CCCN1S(=O)(=O)c1ccc(Cl)cc1,97,90,98,95,109,100,1,14
O=C(C1CCCN1S(=O)(=O)c1cccc2cccnc12)N1CCN(c2ccccc2)CC1 (stereo not drawn),95,92,97,96,103,105,1,36
Cn1c(SCC(=O)c2ccc(F)cc2)nnc1-c1ccccn1,87,118,96,106,91,96,3,-3
COc1ccc(C)cc1S(=O)(=O)N(C)CC(=O)N1CCCCC1,94,100,91,91,103,94,3,8
CCOc1ccc(C(=O)Nc2nnc(S(=O)(=O)N(C)Cc3ccco3)s2)cc1,97,98,99,98,87,103,0,-2
CC(=O)NC1=NN(c2ccccc2)C(=O)C1,91,97,100,99,137,97,2,40
COc1cccc(NC(=O)c2ccccc2SC)c1,87,106,94,92,102,100,0,4
COc1ccc(OCC(O)CNC2CCCC2)cc1 (stereo not drawn),102,100,99,101,97,103,0,1
COCCn1c(SCC(=O)N2CC(C)OC(C)C2)nc2c([nH]c3ccccc32)c1=O (stereo not drawn),94,101,97,100,103,97,3,0
COc1cc2c(cc1O)C(Cc1ccc(O)cc1)NCC2 (stereo not drawn),67,126,95,79,98,94,1,11
CC(=O)NC1=NN(C(C)=O)C2(CCCC2)S1,100,95,98,104,97,104,3,4
COc1cc(-c2nc3ccc4ccccc4c3c3c2CCC3)cc(OC)c1O,98,108,98,89,89,112,3,13
COCCCN1CC(=O)N2C(c3ccc(OC)c(OC)c3)c3[nH]c4ccccc4c3C[C@H]2C1=O (stereo partly drawn),109,106,104,112,95,103,10,-4
COC(=O)C1=CN(C)C=C(C(=O)OC)C1c1ccc(O)c(OC)c1,115,78,103,94,92,106,1,8
CC1CC(CCC(=O)NC(=S)Nc2ccc(S(N)(=O)=O)cc2)C(=O)O1 (stereo not drawn),105,101,99,103,101,104,2,-9

# One compound at a time (already shown). Values in the order: CIT2-GFP yeast	LAP4 TOR yeast	RPL19A-GFP yeast	AGP1-GFP MLPCN	CR mimetic SO	MEP2-GFP yeast	GRK2 inh	VLA-4 inh
# CCCc1cc(=O)[nH]c(SCC(=O)Nc2nonc2N)n1 as listed: 101	96	98	96	105	101	3	20
# Cn1c(SCC(=O)c2ccc(F)cc2)nnc1-c1ccccn1 as listed: 87	118	96	106	91	96	3	-3

# Pulled one by one from above (2):
SMILES,CIT2-GFP yeast,LAP4 TOR yeast,RPL19A-GFP yeast,AGP1-GFP MLPCN,CR mimetic SO,MEP2-GFP yeast,GRK2 inh,VLA-4 inh
CC1CC(CCC(=O)NC(=S)Nc2ccc(S(N)(=O)=O)cc2)C(=O)O1 (stereo not drawn),105,101,99,103,101,104,2,-9
Cc1ccc(CNC(=O)C2(NC(=O)Nc3ccc(C)cc3)CCCCC2)cc1,103,102,96,94,169,104,0,4

# Next records
SMILES,CIT2-GFP yeast,LAP4 TOR yeast,RPL19A-GFP yeast,AGP1-GFP MLPCN,CR mimetic SO,MEP2-GFP yeast,GRK2 inh,VLA-4 inh
Cc1ccc(C)c(NC(=O)CCC(=O)NNC(=O)c2cccc([N+](=O)[O-])c2)c1,x,97,101,102,127,100,0,4
CN(CCCNC(=O)Cn1c(=O)c2cccn2c2ccccc21)Cc1ccccc1,98,92,92,92,93,96,0,8
O=C(NCc1ccncc1)c1ccc(OCc2ccccc2)cc1,104,94,103,98,117,108,0,18
Nc1cc(=O)[nH]c(SCC(=O)N2N=C(c3ccc(Cl)cc3)CC2c2ccco2)n1 (stereo not drawn),97,85,99,94,96,99,2,3
COc1cc(CC(=O)OCC(=O)NCCc2ccc(S(N)(=O)=O)cc2)cc(OC)c1OC,105,104,102,104,102,103,1,8
CCOc1ccc(NC(=S)Nc2cc(-c3ccccc3)[nH]n2)cc1,112,104,98,104,71,108,0,4
COc1ccc(S(=O)(=O)N2CCOC2CNC(=O)C(=O)NCCc2ccc(OC)c(OC)c2)cc1 (stereo not drawn),93,100,99,97,107,96,0,10
COc1ccc(NC(=O)c2cccc(S(=O)(=O)NCc3ccco3)c2)c(OC)c1,108,107,106,112,103,102,0,-3
Nc1nnc(SCC(=O)NCCNC(=O)CSc2nnc(N)s2)s1,101,108,103,103,111,103,2,3
COc1ccc(NC(=O)C2CCCN2S(=O)(=O)c2ccc3c(c2)CCC(=O)N3)cc1 (stereo not drawn),104,99,100,102,103,113,5,23
COc1ccc(C(=O)N(C)Cc2ccccn2)cc1OC1CCN(C(C)C)CC1,98,105,99,97,88,97,5,1
CCOc1ccccc1C(=O)N/N=C/c1coc2ccc(Cl)cc2c1=O,87,95,102,82,98,102,0,-8
Cc1ccc(-c2cc(C(F)F)n3ncc(C(=O)Nc4ccc(S(=O)(=O)Nc5ccccc5C)cc4)c3n2)cc1,106,91,91,29,85,107,0,-5
Cc1nn(C(C)C(=O)NCCN2CCCC2)c(=O)c2c1sc1ccccc12 (stereo not drawn),100,106,101,102,96,109,0,4
CC(=O)OC1COC(n2ccc3cc([N+](=O)[O-])ccc32)C(OC(C)=O)C1OC(C)=O (stereo not drawn),96,115,107,107,95,100,4,-7
Cc1cc(C)c(C)c(S(=O)(=O)Nc2ccccc2C(=O)NN2CCOCC2)c1C,97,98,97,98,92,100,3,-1
O=C1CN(S(=O)(=O)c2ccc(F)cc2)c2ccccc2N1,101,104,102,99,113,107,4,18

# Reformatted with values under each structure: part of the list above
# Below each SMILES: CIT2-GFP yeast | LAP4 TOR yeast | RPL19A-GFP yeast | AGP1-GFP MLPCN | CR mimetic SO | MEP2-GFP yeast | GRK2 inh | VLA-4 inh
O=C(NCc1ccncc1)c1ccc(OCc2ccccc2)cc1
    104 | 94 | 103 | 98 | 117 | 108 | 0 | 18
Nc1cc(=O)[nH]c(SCC(=O)N2N=C(c3ccc(Cl)cc3)CC2c2ccco2)n1 (stereo not drawn)
    97 | 85 | 99 | 94 | 96 | 99 | 2 | 3
COc1cc(CC(=O)OCC(=O)NCCc2ccc(S(N)(=O)=O)cc2)cc(OC)c1OC
    105 | 104 | 102 | 104 | 102 | 103 | 1 | 8
CCOc1ccc(NC(=S)Nc2cc(-c3ccccc3)[nH]n2)cc1
    112 | 104 | 98 | 104 | 71 | 108 | 0 | 4
